# PLK1 PBD inh = qHTS for Inhibitors of PLK1-PDB (polo-like kinase 1 - polo-box domain): Primary Screen. AID 720504, 2013. 2.8% of 360,000 active. Plk1 PBD binding of FITC phosphopeptide, fluorescence polarization. Serine/threonine-protein kinase PLK1 (Homo sapiens), P53350. Potency, µM, inactives show max response, negative = inhibition, actives largely listed as inhibitors; also: potency is read from the fitted curve at half-maximal effect; series mostly up to about 57 µM; % is scaled to controls: 0 for no effect and ±100 for the full control effect; nearly all actives have a fitted effect of over 65% in size
# WRN inhibitor = qHTS for Inhibitors of WRN Helicase | 0.46% of 360,000 active | WRN helicase unwinding, fluorescent forked duplex, kinetic | Bifunctional 3'-5' exonuclease/ATP-dependent helicase WRN (Homo sapiens), Q14191 | Potency, µM (titrated, usually from 114 µM), without a hit: at the highest dose activity change, negative = inhibition, usual class: inhibitors; also: potency is read from the fitted curve at half-maximal effect; % is scaled to controls: 0 for no effect and ±100 for the full control effect; nearly all actives have a fitted effect of over 55% in size
# Target sequence (Q14191 whole entry, looked up): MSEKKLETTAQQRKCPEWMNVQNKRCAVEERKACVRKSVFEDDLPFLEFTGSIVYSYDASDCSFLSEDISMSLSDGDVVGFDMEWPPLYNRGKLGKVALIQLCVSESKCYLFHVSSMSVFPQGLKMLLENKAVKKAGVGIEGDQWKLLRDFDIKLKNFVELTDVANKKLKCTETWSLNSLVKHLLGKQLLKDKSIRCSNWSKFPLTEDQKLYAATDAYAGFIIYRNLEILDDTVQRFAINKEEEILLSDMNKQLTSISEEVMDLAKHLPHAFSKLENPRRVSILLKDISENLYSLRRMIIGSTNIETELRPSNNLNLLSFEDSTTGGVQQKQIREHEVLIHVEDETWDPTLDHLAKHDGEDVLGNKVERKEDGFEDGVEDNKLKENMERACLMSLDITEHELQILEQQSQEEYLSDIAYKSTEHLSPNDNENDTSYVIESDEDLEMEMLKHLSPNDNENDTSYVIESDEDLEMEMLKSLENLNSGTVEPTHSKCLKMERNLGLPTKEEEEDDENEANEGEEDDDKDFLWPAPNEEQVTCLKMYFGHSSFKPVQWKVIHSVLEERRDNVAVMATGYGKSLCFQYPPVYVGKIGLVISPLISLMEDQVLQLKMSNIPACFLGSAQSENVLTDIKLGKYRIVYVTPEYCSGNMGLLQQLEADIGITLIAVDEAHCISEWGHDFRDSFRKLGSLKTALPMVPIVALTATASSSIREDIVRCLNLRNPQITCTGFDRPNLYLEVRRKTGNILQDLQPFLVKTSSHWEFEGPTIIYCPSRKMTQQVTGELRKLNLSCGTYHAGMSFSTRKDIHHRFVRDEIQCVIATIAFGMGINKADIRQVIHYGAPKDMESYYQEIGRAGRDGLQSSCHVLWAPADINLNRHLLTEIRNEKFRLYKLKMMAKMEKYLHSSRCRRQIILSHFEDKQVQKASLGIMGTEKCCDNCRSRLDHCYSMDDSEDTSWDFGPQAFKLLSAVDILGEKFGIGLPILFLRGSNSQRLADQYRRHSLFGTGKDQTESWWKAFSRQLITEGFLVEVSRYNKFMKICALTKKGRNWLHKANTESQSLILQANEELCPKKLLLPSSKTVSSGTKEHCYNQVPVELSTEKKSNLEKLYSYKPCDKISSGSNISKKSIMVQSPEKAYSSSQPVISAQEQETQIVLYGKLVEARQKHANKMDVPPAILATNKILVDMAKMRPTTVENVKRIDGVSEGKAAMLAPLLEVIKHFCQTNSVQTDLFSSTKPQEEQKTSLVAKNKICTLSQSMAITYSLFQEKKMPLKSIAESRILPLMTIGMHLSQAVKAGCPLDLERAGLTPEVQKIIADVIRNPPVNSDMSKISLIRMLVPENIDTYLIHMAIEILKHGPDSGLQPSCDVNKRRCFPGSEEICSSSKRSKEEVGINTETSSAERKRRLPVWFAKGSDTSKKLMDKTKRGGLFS
#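 Primary qHTS, 1536-well format. 20 nM WRN + compound, 15 min RT; start with 100 nM forked fluorophore/quencher duplex, 2 mM ATP (final); kinetic read ex 525/em 598 nm.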
# EPAC1 antagonist = qHTS for Antagonist of cAMP-regulated guanine nucleotide exchange factor 3 (EPAC1): primary screen; Rap guanine nucleotide exchange factor 3 (Homo sapiens), O95398; EPAC1 GEF assay, Rap1b-BODIPY-GDP exchange fluorescence; Potency, µM (titrated, usually from 115 µM), for the others: at the highest dose activity change, negative = inhibition, most hits filed as inhibitors; 0.14% of 360,000 active;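 also: potency is read from the fitted curve at half-maximal effect; plate controls were vehicle for no effect and positive control for full effect; nearly all actives have a fitted effect of over 50% in size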
# Abeta yeast res = qHTS for compounds that reverse cellular toxicity of Amyloid beta (A-beta) peptide in yeast: Primary Screen | yeast expressing A-beta42, growth rescue, OD600, 48 h; response scale: 0% DMSO, 100% iron-clioquinol control | Potency, µM (top dose mostly 46.1 µM), inactives show at the top dose growth rescue, usual class: activators | 0.063% of 410,000 active | AID 1347071, 2019; also: potency is read from the fitted curve at half-maximal effect; nearly all actives have a fitted effect of over 55% in size
#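 Growth rescue measured by 600 nm absorbance after 48 h yeast culture at 30 C with compound. Values normalized between DMSO and an equimolar ferric chloride plus clioquinol control.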
# PI5P4K alpha inh = qHTS for Inhibitors of phosphatidylinositol 5-phosphate 4-kinase (PI5P4K) | 1.2% of 330,000 active | PI5P4Kalpha enzyme, ADP-Glo luminescence, 60 min; stronger effect = lower value | max response, % | Phosphatidylinositol 5-phosphate 4-kinase type-2 alpha (Homo sapiens), P48426; active = max response of -50% or lower; inconclusive = between -30% and -50%; inactive = -30% or higher; also: value at the top dose of about 77 µM; % is scaled to controls: 0 for no effect and ±100 for the full control effect
#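 ADP-Glo luminescence end-point after a 60 min room-temperature kinase reaction. PI5P4Kalpha and substrate in HEPES pH 7.4 buffer with EGTA, 0.1% CHAPS and 5% DMSO; ATP at 5 microM final.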
# EPAC1 ag = qHTS for Agonist of cAMP-regulated guanine nucleotide exchange factor 3 (EPAC1): primary screen; Potency, µM (top dose mostly 154 µM), for the others: at the highest dose activation, hits mostly activators; EPAC1 agonist qHTS, biochemical assay; response scale: 100% = response to 6.5 mM cAMP; 0.073% of 360,000 active; also: potency is read from the fitted curve at half-maximal effect; nearly all actives have a fitted effect of over 60% in size
#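 Nucleotide exchange assay: 100 nM EPAC1 with 250 nM Rap1B loaded with BODIPY-GDP and 50 uM GDP, room temperature. Fluorescence (480/540 nm) read every 5 min for 30 min; signal change normalized to 6.5 mM cAMP as full agonist.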
# FUS suppressor = qHTS for Suppressors of FUS Proteinopathy: Primary screen using FUS-linked yeast assay; S. cerevisiae FUS-expressing, growth rescue, OD600, 24 h; Potency, µM (titrated, usually from 76.6 µM), for inactives: top-dose growth rescue (activation), most hits filed as activators; 0.24% of 390,000 active; AID 1347120, 2019;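 also: potency is read from the fitted curve at half-maximal effect; plate controls were DMSO vehicle for no effect and reference control for full effect; nearly all actives have a fitted effect of over 55% in size; some results filed as inactive show a strong effect at the top dose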
#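 Restored growth of FUS-toxic S. cerevisiae, read as 600 nm absorbance after 24 h at 30C in galactose medium (starting OD 0.005). Controls CP55940 and DMSO.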
# IL2 activator = qHTS of IL-2 Activators | IL-2 activation reporter assay, cell-based qHTS; stimulated with anti-CD3/CD4/CD28 beads; in transgenic mouse T cells | activation, % (series mostly up to about 46 µM) | 0.065% of 360,000 active; in the data active = activation above about 50%; inconclusive = mostly about 30% to 49%; also: 0% is about no effect
#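 Unstimulated transgenic mouse T cells; 60-min compound exposure; bead-based TCR/CD4/CD28 stimulation; 18 h culture, 37 degrees C; dual fluorescence (EGFP, DsRed) plate cytometry.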
# * = called active by the depositor; ? = inconclusive; . = not tested or not shown; [ ] = remark or other dose. Unless noted, calls follow the shape of the dose curve; as a rule, active = well fitted curve in the direction sought with a large enough effect; inconclusive = small, poorly fitted or top-dose-only effect, or another doubt; inactive = no such curve, though single readings can be large; an effect the other way counts as inactive or inconclusive.
smiles | PLK1 PBD inh | WRN inhibitor | EPAC1 antagonist | Abeta yeast res | PI5P4K alpha inh | EPAC1 ag | FUS suppressor | IL2 activator
O=C1CC(C(=O)O)C(c2ccccc2)c2ccccc21 (stereo unspecified) | 0% | -13% | -22% | 2% | 0 | 10% | -21% | -0.8
Cc1cccc(C(C)C)c1NC(=O)C(C)OC(=O)Cn1cnc2c1c(=O)n(C)c(=O)n2C (stereo unspecified) | 3% | 0% | -4% | -2% | -8 | -57%[inhibitor] | 6% | -0.1
CN(C)N=Nc1ccc(-c2cn(Cc3ccccc3)cn2)cc1 | -17% | 3% | -6% | -10% | -6 | 3% | ? | 0.6
C/C=C/c1c(F)c(F)c(Oc2ccc(C(=O)O)cc2)c(F)c1F | ? | -1% | -1% | 9% | . | -4% | 22% | 0.0
O=C(Cn1c(C(F)(F)F)nc2ccccc21)Nc1ccccc1C(=O)O | -9% | 5% | -4% | -6% | -6 | 11% | 40% | -0.4
COc1ccc(/C=C/C(=O)C2C(=O)C=C(C)OC2=O)cc1O (stereo unspecified) | -12% | ? | 2% | -48% | -2 | 10% | ? | -4.8
COc1ccccc1-c1nnc(-c2ccc(C)cc2)o1 | -19% | -12% | -40% | -25% | 6 | 1% | 18% | -3.3
O=C(CSc1nc(-c2ccccc2)cs1)Nc1cccc([N+](=O)[O-])c1 | -6% | -4% | -14% | 8% | -2 | 20% | -8% | -1.9
CNc1snc(C)c1C(=O)OCC(=O)Nc1ccc(C)cc1F | -4% | -10% | -8% | -10% | 4 | 56µM* | 12% | -1.3
Cc1cc(C)c(S(C)(=O)=O)c(Oc2cccc(C(F)(F)F)c2)n1 | 4% | -5% | -4% | -9% | 12 | -2% | 7% | 4.2
CN(CC(=O)O/N=C(\N)c1ccccn1)S(=O)(=O)c1ccccc1 | -3% | 10% | 1% | 1% | . | 3% | 10% | -2.1
COc1ccc(N)cc1S(=O)(=O)Nc1ccccc1Cl | -9% | -9% | 3% | -10% | -2 | 7% | 6% | 1.3
CN1CCN(C(CNC(=O)Nc2ccc(Cl)cc2)c2ccc(F)cc2)CC1 (stereo unspecified) | -3% | 8% | 15% | -1% | 0 | -8% | 14% | -3.6
CCCC(CCC(=O)Nc1cccc([N+](=O)[O-])c1)C(=O)O (stereo unspecified) | 3% | -4% | -17% | 0% | 5 | -3% | 8% | 0.2
Cn1ncc2c(Nc3ccc(Cl)c(Cl)c3)ncnc21 | -9% | 0% | -4% | 5% | . | 2% | -20% | -1.0
COC(=O)C1=CN(c2cc(C)cc(C)c2)C=C(C(=O)OC)C1c1ccc(OC)c(O)c1 | -1% | -8% | -21% | 20% | 4 | 9% | 30% | -0.4
Cc1c(C(=O)N(Cc2cccc(Br)c2)C2CCS(=O)(=O)C2)oc2ccc(F)cc12 (stereo unspecified) | -21% | -8% | -14% | 2% | 0 | -2% | 30% | -2.7
Cc1cc(C)n2nc(SCCOc3ccccc3)nc2n1 | 5% | -27% | 15% | -8% | 0 | -4% | 8% | -0.3
CCn1c(CNC(=O)Cc2ccc(OC)cc2)nnc1SCC(=O)c1ccc(Br)cc1 | -15% | 8% | 6% | 11% | . | 2% | -3% | 1.2
O=C(NCCCN1CCCC1=O)c1cc(=O)c2ccccc2o1 | 2% | 9% | 16% | 5% | -1 | 3% | -6% | 0.5
CCc1c(C)nc2ncnn2c1Nc1ccc(C(C)=O)cc1 | ? | -2% | 1% | 1% | 3 | 1% | 71% | 2.4
Cc1cc(NC(=O)C(C)Oc2ccc(Cl)cc2Cl)n(-c2ccccc2)n1 (stereo unspecified) | 0% | -23% | ? | -7% | 11 | 8% | 39% | -1.4
Cc1cc(C)cc(Nc2nc(-c3ccc(S(=O)(=O)N4CCCC4)cc3)cs2)c1 | -5% | -4% | -5% | -7% | 3 | 24% | ? | -4.1
Cc1cc(C)n(-c2ccc(Cl)c(C(=O)O)c2)n1 | -6% | 11% | 24% | 13% | 6 | 10% | 0% | 0.6
CCOC(=O)c1cnc2c(-c3ccc(Cl)cc3)c(C)nn2c1N | -1% | 14% | 8% | -5% | -2 | 2% | -5% | 2.8
Cc1nn(C)c(C(=O)Nc2ccc(Cn3cccn3)cc2)c1[N+](=O)[O-] | -6% | 4% | -5% | 21% | 5 | 6% | . | 0.1
O=c1c(-c2ccco2)nc2ccccc2n1C(CCc1ccccc1)c1nc2ccccc2[nH]1 (stereo unspecified) | 3µM* | -13% | -27% | 5% | -73* | 4% | 30% | -0.1
O=C(CN1C(=O)c2ccccc2S1(=O)=O)NCCc1ccc(F)cc1 | -12% | 5% | 5% | 6% | 2 | 2% | 4% | 1.9
O=C(Cc1ccc(Cl)cc1)Nc1ccc(Cl)cn1 | -16% | 15% | -8% | 29% | -7 | -1% | -23% | -1.4
O=C(N/N=C1\CCCc2oc(C(=O)O)cc21)c1ccccc1 | -5% | -11% | -5% | -24% | -2 | -4% | 8% | 0.2
CCCC(=O)Nc1cccc(-c2nc3ccccc3o2)c1 | -1% | 37%[activator] | 13% | -1% | -1 | -4% | 15% | -2.8
CCCn1cc(CN2CCC(n3nccc3NC(=O)CCOc3ccccc3)CC2)c(C)n1 | -6% | 3% | -7% | 2% | -2 | -2% | -5% | -0.2
C=CCn1c(SCc2nc3ccccc3c(=O)[nH]2)nc2sc3c(c2c1=O)CCCC3 | -8% | 2% | 11% | 6% | -8 | 3% | -16% | 0.6
CN(C)C(=O)c1ccc(NC(=O)COC(=O)Cn2cc(C(F)(F)F)ccc2=O)cc1 | 3% | 1% | 4% | -13% | 3 | -4% | -10% | 0.7
CCn1c(-c2csc(-c3ccccc3)n2)n[nH]c1=S | -17% | -5% | -11% | 16% | -7 | -11% | -38% | 0.3
O=C(CSc1ccccn1)N/N=C/c1ccccc1[N+](=O)[O-] | -12% | -3% | -5% | 10% | 3 | 8% | -25% | -1.7
Cc1cc(C(=O)N2CCN(S(=O)(=O)c3ccccc3F)CC2)c(C)o1 | 4% | 0% | 8% | -4% | 2 | 7% | -12% | -1.9
C=CCn1c(SCC(=O)Nc2cccc(S(N)(=O)=O)c2)nnc1C1CCCCC1 | 0% | 13% | 2% | -5% | -1 | -3% | -11% | 0.0
O=C(COC(=O)c1ccco1)NC12CC3CC(CC(C3)C1)C2 | -5% | -24% | 1% | -2% | 1 | 16% | -6% | 0.3
Cc1ccc(S(=O)(=O)NC(=O)NN2CC3CCCC3C2)cc1 (stereo unspecified) | -8% | 1% | -3% | 17% | -2 | -1% | 22% | -0.6
CN(C)C(=O)c1cccc(-c2csc(N3CCC(C(N)=O)CC3)n2)c1 | . | . | -26% | 1% | . | -7% | -4% | 2.3
COc1ccc(NC(=O)CC2C(=O)N(C)C(=S)N2Cc2ccncc2)cc1 (stereo unspecified) | -14% | 3% | -7% | -4% | -2 | -5% | 17% | 1.3
CCOC(=O)NN=C1CCC(c2ccccc2)CC1 (stereo unspecified) | 3% | -5% | 16% | -2% | 6 | -9% | 5% | 5.1
CC1CCN(c2c(NCc3ccc(C(=O)N4c5ccccc5CC4C)cc3)c(=O)c2=O)CC1 (stereo unspecified) | -7% | -4% | 6% | -2% | -1 | -3% | 28% | -2.6
Cc1ccc(N2CC(C(=O)Nc3nnc(SCCN4CCOCC4)s3)CC2=O)cc1C (stereo unspecified) | -10% | -7% | 2% | -3% | -25 | -3% | . | -0.4
CCOC(=O)C(NC(=O)c1ccccc1)C(C)(C)SCc1ccccc1 (stereo unspecified) | 1% | -11% | -1% | -8% | 9 | 4% | . | -2.4
CCN1C(=O)/C(=C/N2CCc3ccccc3C2)SC1=S | -1% | -10% | -14% | -25% | 3 | 10% | 2% | -3.7
CN(Cc1cnn(-c2ccccc2)c1)C(=O)c1cccc(S(=O)(=O)N(C)c2ccccc2)c1 | -8% | -3% | -4% | -1% | -8 | 5% | 28% | -1.8
Fc1ccc(-n2c(Cc3ccccc3)nnc2SCc2nc(-c3cccs3)no2)cc1 | -5% | -19% | -20% | -15% | . | 28% | ? | -1.9
CC(C)(C)N(Cc1ccccc1)C(=O)c1ccncc1 | 6% | 2% | -17% | 17% | 0 | 14% | -8% | 1.0
COc1ccc(CCNC(=O)COc2ncnc3cc([N+](=O)[O-])ccc23)cc1 | -11% | -3% | 1% | -8% | 1 | 1% | 11% | -0.2
CC(=O)Nc1cc(-c2ccccc2)nn1Cc1ccc(Cl)cc1 | -21% | 0% | 6% | -15% | . | 3% | -2% | -2.6
Nc1nc(NCCCN2CCOCC2)nc(Nc2ccccc2)c1[N+](=O)[O-] | -9% | 0% | -4% | 12% | -9 | -1% | . | -2.4
COC(=O)C1=C(C)NC(=O)NC1c1ccc(N2CCC(c3ccccc3)=N2)cc1 (stereo unspecified) | 27µM* | 1% | 0% | -8% | 2 | -5% | 4% | 0.5
O=C(Nc1ccc(S(=O)(=O)N2CCCCC2)cc1)c1ccc(CN2CCc3ccccc3C2)cc1 | -1% | -4% | -7% | 16% | 3 | 10% | ? | -0.5
O=C(NCc1ccc2c(c1)OCO2)C(=O)NCC1OCCN1S(=O)(=O)c1ccccc1 (stereo unspecified) | 4% | -6% | -3% | -1% | -15 | -15% | 16% | 1.9
COCCCNC(=O)CCc1ccc(S(=O)(=O)Nc2ccc(C)cc2)cc1 | 2% | -2% | 10% | -3% | . | 6% | -6% | -3.2
COc1ccc(O)c(CN2CCN(CCCc3ccccc3)C(CCO)C2)c1 (stereo unspecified) | 0% | 5% | -9% | -8% | -3 | 8% | -21% | 0.2
COc1cccc(-n2c(=O)c3sccc3n(CC(=O)NC3CCCCC3)c2=O)c1 | -4% | 0% | -13% | -1% | 1 | 8% | 7% | 0.1

# 2 entries drawn at random from those above, as already listed:
smiles | PLK1 PBD inh | WRN inhibitor | EPAC1 antagonist | Abeta yeast res | PI5P4K alpha inh | EPAC1 ag | FUS suppressor | IL2 activator
O=C(NCc1ccc2c(c1)OCO2)C(=O)NCC1OCCN1S(=O)(=O)c1ccccc1 (stereo unspecified) | 4% | -6% | -3% | -1% | -15 | -15% | 16% | 1.9
COc1ccc(O)c(CN2CCN(CCCc3ccccc3)C(CCO)C2)c1 (stereo unspecified) | 0% | 5% | -9% | -8% | -3 | 8% | -21% | 0.2

# Screens deposited in PubChem by National Center for Advancing Translational Sciences (NCATS).
